Screening data (PubChem BioAssay)
HEK293 viab: counter-screen for SNCA expression inhibitors: cell viability; HEK-293-SNCA-luc viability, GF-AFC fluorescence, 24 h; Potency, µM (titrated, usually from 57.1 µM), inactives show top-dose activity change, negative = cytotoxicity, usual class: cytotoxic; 0.12% of 150,000 active; AID 1671193;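 note: potency is the fitted concentration of half-maximal effect; 0% = DMSO-treated cells and -100% = medium-only wells without cells; nearly all actives have a fitted effect of over 30% in size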
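Cytotoxicity counterscreen: after 24 h compound treatment of genome-edited SNCA-luciferase HEK-293 cells, live-cell protease substrate GF-AFC read by fluorescence after 30 min; activity scaled between DMSO (0%) and medium-only (-100%), curves Hill-fitted.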
SNCA expr inhib: reduces expression of the alpha-synuclein gene. AID 1671194. Potency, µM (top dose mostly 57.2 µM), inactives show at the highest dose activity change, negative = inhibition, actives largely listed as inhibitors. HEK-293 SNCA-luciferase knock-in, luminescence, 24 h. 0.17% of 140,000 active;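 note: potency is the fitted concentration of half-maximal effect; plate controls were DMSO cells for no effect and cell-free wells for full effect; nearly all actives have a fitted effect of over 45% in size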
GPT2 inhibitor: blocks human glutamate pyruvate transaminase 2 | Q8TD30 | Recombinant GPT2, coupled pyruvate oxidase/HRP Amplex Red fluorescence | Potency, µM (highest dose often 57.7 µM), for inactives: at the highest dose activity change, negative = inhibition, most hits filed as inhibitors | 0.25% of 100,000 active; note: potency is the fitted concentration of half-maximal effect; nearly all actives have a fitted effect of over 60% in size; many of its hits are not listed in these tables
Target sequence (Q8TD30 whole entry, looked up): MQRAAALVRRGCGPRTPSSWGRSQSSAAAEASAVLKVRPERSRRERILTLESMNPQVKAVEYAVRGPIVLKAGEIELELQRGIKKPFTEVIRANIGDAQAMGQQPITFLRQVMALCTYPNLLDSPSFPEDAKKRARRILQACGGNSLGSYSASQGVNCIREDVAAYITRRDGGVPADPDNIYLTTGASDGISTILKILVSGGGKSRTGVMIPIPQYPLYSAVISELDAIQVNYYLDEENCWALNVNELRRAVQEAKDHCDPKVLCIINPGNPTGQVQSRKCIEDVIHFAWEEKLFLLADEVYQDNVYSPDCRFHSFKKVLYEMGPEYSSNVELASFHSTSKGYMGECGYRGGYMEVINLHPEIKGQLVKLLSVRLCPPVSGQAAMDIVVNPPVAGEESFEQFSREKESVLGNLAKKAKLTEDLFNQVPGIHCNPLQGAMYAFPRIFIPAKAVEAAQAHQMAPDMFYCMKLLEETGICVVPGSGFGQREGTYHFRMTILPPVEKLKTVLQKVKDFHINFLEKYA
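Inhibition is scored from Amplex Red fluorescence generated when pyruvate oxidase and HRP act on pyruvate released by GPT2. Reactions contain 10ng/uL enzyme, 250uM a-KG and 2mM L-alanine and run 30 min at room temperature.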
IP6K1 inh: IP6K1 kinase inhibition; Q92551; IP6K1 kinase, ADP-Glo luminescence, 2 h; stronger effect = lower value; activity change, % (series mostly up to about 58 µM); 0.81% of 140,000 active; AID 1645851; in the data active = activity change below about -25%
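ADP-Glo luminescence measures ADP made by human IP6K1 during a 2 h RT reaction with ATP/IP6 (mix at 1.3 mM/130 uM); top library doses 57.5 and 19.1 uM final.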
Luciferase inh: Photinus pyralis luciferase inhibition; P08659; purified P. pyralis luciferase, luminescence, biochemical; Potency, µM (top dose mostly 115 µM), for inactives: top-dose activity change, negative = inhibition, hits mostly inhibitors; 2.5% of 76,000 active; AID 1347043; note: potency is the fitted concentration of half-maximal effect; nearly all actives have a fitted effect of over 65% in size
Target sequence (P08659 whole entry, looked up): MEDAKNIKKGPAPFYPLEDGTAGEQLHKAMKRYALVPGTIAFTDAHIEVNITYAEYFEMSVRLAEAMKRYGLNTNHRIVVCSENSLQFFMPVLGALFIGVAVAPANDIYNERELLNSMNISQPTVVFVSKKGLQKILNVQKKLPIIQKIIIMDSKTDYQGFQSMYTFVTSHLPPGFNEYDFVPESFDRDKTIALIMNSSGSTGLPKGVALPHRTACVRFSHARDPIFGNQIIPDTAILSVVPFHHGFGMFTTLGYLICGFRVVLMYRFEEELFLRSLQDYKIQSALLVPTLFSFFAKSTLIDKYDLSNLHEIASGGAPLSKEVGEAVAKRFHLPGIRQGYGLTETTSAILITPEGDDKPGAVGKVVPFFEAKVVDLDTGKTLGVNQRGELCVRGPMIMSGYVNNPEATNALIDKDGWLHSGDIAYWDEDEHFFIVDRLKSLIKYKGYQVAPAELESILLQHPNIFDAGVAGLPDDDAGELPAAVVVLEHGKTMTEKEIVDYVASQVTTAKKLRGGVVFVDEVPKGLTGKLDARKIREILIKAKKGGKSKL
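Inhibitors were tested against purified firefly luciferase in a biochemical, low-substrate format (both substrates at 10uM) and luminescence measured with a CCD imager.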
HEK293 tox: kills HEK 293 cells. HEK 293 viability, ATP luminescence (CellTiter-Glo), 48-72 h. Potency, µM (titrated, usually from 115 µM), for the others: at the highest dose activity change, negative = cytotoxicity, actives largely listed as inhibitors. 6.6% of 94,000 active; note: potency is the fitted concentration of half-maximal effect; nearly all actives have a fitted effect of over 60% in size
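Luminescence from cellular ATP, measured with CellTiter-Glo, indicates HEK 293 viability. Cells plated at 250 cells/well are treated with compound for 48 or 72 hr at 37 degree Celsius before reagent addition.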
NIH3T3 tox: cytotoxic compounds in NIH 3T3 cells. NIH 3T3 viability, CellTiter-Glo ATP luminescence, 48-72 h. Potency, µM (doses to about 96.7 µM), for the others: at the top dose activity change, negative = cytotoxicity, usual class: inhibitors. 4.3% of 94,000 active. AID 1345082; note: potency is the fitted concentration of half-maximal effect; nearly all actives have a fitted effect of over 55% in size
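Cytotoxicity is measured as loss of cellular ATP: NIH 3T3 cells (400/well) are exposed to compound for 48 or 72 hr at 37 °C, then CellTiter-Glo luminescence is imaged after 10 min at room temperature.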
* marks the source's active call; other numbers are inactive results; i = inactive; ? = inconclusive; . = not tested or not shown; & = joins results of further samples; [ ] = another dose, or the depositor's remark. Unless noted, calls come from the whole dose curve; as a rule, active = well fitted curve in the direction sought with a large enough effect; inconclusive = small, poorly fitted or top-dose-only effect, or another doubt; inactive = no such curve, though single readings can be large; an effect the other way counts as inactive or inconclusive. Unless noted, % is set by controls: 0 for no effect and ±100 for the full control effect. Not all compounds are listed (hit frequency here may not be typical).

SMILES	HEK293 viab	SNCA expr inhib	GPT2 inhibitor	IP6K1 inh	Luciferase inh	HEK293 tox	NIH3T3 tox
Cc1ccc(Nc2ccnc(N3CCC(C(=O)NCc4ccc5c(c4)OCO5)CC3)n2)cc1	-5%[12.5 µM]	1%	i	-8	.	?	18µM*
CNC(=O)[C@@H](Cc1ccccc1)N1CCC[C@H]1C(=O)NC(C)(C)C	-1%[87.6 µM]	-20%[87.6 µM]	2%[88.5 µM]	-7	-2%[172 µM]	-9%[172 µM]	-6%[174 µM]
CCC(=O)N1Cc2ccccc2CC2(CCN(Cc3ccc(NC(C)=O)cc3)C2)C1 (stereo not given)	2%	2%	i	-12	.	-7%	3%
COc1ccccc1-c1cccc(C(=O)N2CCC[C@H]2C(=O)NCc2ccccc2)c1	-2%[12.5 µM]	-7%	i	-14	.	?	-32%
CC(C)CN(CC1CN(C(=O)c2ccccc2)CCO1)C(=O)c1cccc2ccccc12 (stereo not given)	7%	-13%	-13%	24	-19%	?	?
COC(=O)c1ccccc1NC(=O)c1nc(S(=O)(=O)Cc2ccccc2F)ncc1Cl	5%	?	.	0	.	.	.
Cc1cc(C)c(C)c(S(=O)(=O)N2CCn3c(nn(CC4CC4)c3=O)C2)c1C	-8%	-7%	i	-5	0%	?	?
Cc1nc(-n2nc(C)c(CCC(C)C)c2C)sc1C(=O)Nc1ccc(Br)cc1	4%	13%	.	-8	.	.	.
CCCC1(CO)CCCN(Cc2nnc(-c3cccnc3)o2)C1 (stereo not given)	-8%	-7%	i	5	3%	-3%	-20%
O=C(Nc1cccc(Cl)c1)c1ccc2oc(-c3ccncc3)nc2c1	6%	24%	i	17	.	?	-23%
CN1CCCC(CNc2ncc(C(C)(C)C(=O)O)c(N3CCOCC3)n2)C1 (stereo not given)	-11%	-7%	5%	9	-7%	1%	-28%
CN(Cc1noc2c1CCCC2)C(=O)Cn1cccc(C(F)(F)F)c1=O	1%	8%	-2%	14	-7%	-5%	-6%
CC(=O)Oc1c(-c2ccc(NC(=O)c3ccco3)cc2)c(-c2cccc(F)c2)nn1-c1ccc(C)cc1	0%	6%	28µM*	16	-7%	?	?
O=C(O)c1cccc(CC2CCN(C(=O)CCC(F)(F)F)C2)c1 (stereo not given)	-4%	-24%	i[11.5 µM]	-17	8%	-5%	-27%
O=C(NCCc1nc(-c2ccccc2)cs1)c1ccc2nccn2c1	?	-11%	i	-41*	11%	40µM*	?
CCn1c2c(c(=O)n1Cc1ccccc1)CCN(C(=O)C(C)C)C2	-1%[87.6 µM]	-16%[87.6 µM]	-8%[88.5 µM]	-3	-1%[172 µM]	i	?
COc1ccccc1NC(=O)NCC1CCN(Cc2cccnc2)C1 (stereo not given)	-15%	?	-3%[11.5 µM]	12	1%	-20%	-6%
CN(Cc1ccccc1)S(=O)(=O)c1ccc(-c2cnc(C3CC3)o2)cc1	-7%	-11%	.	-2	.	.	.
CC(C)c1nc(C(=O)N2CCC(CCC(=O)Nc3ccc4c(c3)OCCO4)CC2)cs1	-29%	96%[activator]	i	0	-19%	?	?
Clc1ccccc1N1CCN(c2ncnc3c2c(-c2ccccc2)cn3-c2ccccc2)CC1	-1%	30%	.	39	.	.	.
Cc1ccc(-c2ccc3nnc(CNC(=O)Cc4ccccc4Cl)n3n2)cc1C	10%	-23%	-12%	8	1%	-1%	-4%
COc1ccccc1OCCNC(=O)C1CCCCC(=O)N1C (stereo not given)	1%	28%	i	1	6%	1%	-1%
CCc1nc(-c2cc(S(=O)(=O)N3CCN(c4ccccc4OC)CC3)ccc2OC)no1	-13%	-22%	.	0	.	.	.
CCN1C(=O)CCC2(C(=O)Nc3ccc(N4CCOCC4)cc3)CCCC=C12 (stereo not given)	7%	32%[activator]	i	-4	-3%	-22%	-9%
CC(C)(C)CN1CCNc2cc(Nc3cccnc3)ncc2C1	-26%[87.6 µM]	-30%[87.6 µM]	i	-7	1.6µM*	-39%[172 µM]	?
Later entries
SMILES	HEK293 viab	SNCA expr inhib	GPT2 inhibitor	IP6K1 inh	Luciferase inh	HEK293 tox	NIH3T3 tox
Cc1ncc2n1C(=O)N(C1CCN(Cc3cccc(C(F)(F)F)c3)CC1)C2	-6%&-20%	-17%&-10%	i	-2&23	8%&5%	?	?
COc1cc(NC(=O)N2CCC(Oc3ncccc3C(=O)N(C)C)C2)cc(OC)c1OC (stereo not given)	9%	7%	i	13	-8%	-11%	-10%
COc1ccc(S(=O)(=O)N2CCC(c3noc(C4CC4)n3)C2)cc1 (stereo not given)	-3%	-28%	0%	-6	13%	?	-23%
CCOC(=O)c1c(NC(=O)COc2ccccc2F)sc2c1CCCC2	5%	-5%	.	19	.	.	.
CN1C(=O)CCCCC1C(=O)N1CCCC1 (stereo not given)	1%	-29%	-11%	33	12%	-3%	i
CCc1nccc(-c2c(-c3ccccc3)ncn2CC(O)c2ccccc2)n1 (stereo not given)	23%	20%	2%	22	0%	2%	?
CCCCn1c(=O)c(C(=O)N2CCN(C(=O)OC)CC2)nc2cccnc21	-3%	-9%	i	15	.	5%	-11%
CCc1n[nH]c(CC2CCN(C(=O)COc3ccc(F)cc3)CC2)n1	7%	-5%	i	13	9%	i	-12%
COc1ccc(CNC(=O)C2=CC(c3ccc(OC)c(OC)c3)=NS(=O)(=O)N2C)cc1	6%	9%	.	-10	.	.	.
COCC(=O)NC[C@H]1O[C@@H](CO)[C@@H](O)[C@H]1N1CCOCC1	-2%[87.6 µM]	-7%[87.6 µM]	-6%[88.5 µM]	-2	3%[172 µM]	i	2%[138 µM]
COc1ccc(NC(=O)CC2CCCN(c3cnn(CC4CC4)c(=O)c3)C2)cc1 (stereo not given)	-11%	?	-9%	44	4%	?	28µM*
Cc1ccccc1S(=O)(=O)N1CCC(c2noc(-c3cccnc3)n2)C1 (stereo not given)	-4%	-1%	-8%	0	7%	?	-25%
CN(Cc1cccc(O)c1)C(=O)[C@H]1C[C@@H](C(=O)O)N(C)[C@H]1c1ccccc1F	-15%	-13%	?	0	9%	2%	-3%
CC(C)(C)c1ccc(-c2cc(C[C@H]3CNCC[C@H]3CC(=O)NCc3cccs3)no2)cc1	0%	12%	?	5	-10%	18µM*	?
C[C@@H]1O[C@@H](O[C@@H]2CO[C@@H](O[C@H]3CC[C@@]4(C)C(CC[C@]5(C)C4CC=C4[C@@H]6CC(C)(C)CC[C@]6(C(=O)O[C@@H]6O[C@H](CO)[C@@H](O)[C@H](O)[C@H]6O)CC[C@]45C)[C@]3(C)CO)[C@H](O)[C@H]2O[C@@H]2O[C@H](CO)[C@@H](O)[C@H](O)[C@H]2O)[C@H](O)[C@H](O)[C@H]1O (stereo not given in full)	-5%[12.5 µM]	.	i	6	.	.	.
O=C(c1cc(F)ccc1F)N1CCC(c2n[nH]c(=O)n2-c2ccccc2)CC1	9%	1%	i	9	10%	-11%	-8%
COCC1CN(C2CCC2)CC12CCN(C(=O)c1nccn1C)CC2 (stereo not given)	-4%	?	-10%	5	1%	?	-22%
CC(=O)N1CCC([C@@H]2CN(Cc3ccc(C#N)cc3)C[C@H]2CO)CC1	4%[12.5 µM]	10%	-3%	-8	-9%	-22%	-17%
CCOC(=O)c1cccnc1SCC(=O)N(CC)c1cccc(C)c1	-6%	-23%	.	3	.	.	.
O[C@@H]1C[C@@H](c2nc(-c3ccc4c(c3)OCO4)no2)N(Cc2cccc(OC(F)(F)F)c2)C1	7%	81%[activator]	-6%	10	-9%	1%	-28%
CCNC(=O)N1c2ccccc2CC1c1nc(C2CC2)no1 (stereo not given)	2%	14%	5%	2	-7%	0%	2%
Clc1cc(N2CCC(N3CCCCC3)CC2)n2nccc2n1	-7%[87.6 µM]	5%[87.6 µM]	i	6	-2%[172 µM]	-6%[172 µM]	-7%[138 µM]
CS(=O)(=O)N(C1CC1)C1CCOC2(CCN(C(=O)CCC3CCCC3)CC2)C1 (stereo not given)	-5%	7%	i	10	-4%	?	?
Oc1ccccc1CN1CCNc2cc(-c3ccccc3)ncc2C1	?	27%[87.6 µM]	4%[88.5 µM]	-9	2.5µM*	79µM*	79µM*
Cc1noc(C)c1-c1cc2cc(CO)oc2c(N2CCS(=O)(=O)CC2)n1	-4%[87.6 µM]	24%[87.6 µM]	4%[88.5 µM]	10	8%[172 µM]	-22%[172 µM]	?

Structural class: those above with a furan ring, fused or not.
SMILES	HEK293 viab	SNCA expr inhib	GPT2 inhibitor	IP6K1 inh	Luciferase inh	HEK293 tox	NIH3T3 tox
CC(=O)Oc1c(-c2ccc(NC(=O)c3ccco3)cc2)c(-c2cccc(F)c2)nn1-c1ccc(C)cc1	0%	6%	28µM*	16	-7%	?	?
Cc1noc(C)c1-c1cc2cc(CO)oc2c(N2CCS(=O)(=O)CC2)n1	-4%[87.6 µM]	24%[87.6 µM]	4%[88.5 µM]	10	8%[172 µM]	-22%[172 µM]	?

Complete entries from above:
CCNC(=O)N1c2ccccc2CC1c1nc(C2CC2)no1 (stereo not given) is listed as HEK293 viab = 2%; SNCA expr inhib = 14%; GPT2 inhibitor = 5%; IP6K1 inh = 2; Luciferase inh = -7%; HEK293 tox = 0%; NIH3T3 tox = 2%
O[C@@H]1C[C@@H](c2nc(-c3ccc4c(c3)OCO4)no2)N(Cc2cccc(OC(F)(F)F)c2)C1 is listed as HEK293 viab = 7%; SNCA expr inhib = 81%[activator]; GPT2 inhibitor = -6%; IP6K1 inh = 10; Luciferase inh = -9%; HEK293 tox = 1%; NIH3T3 tox = -28%
Cc1ncc2n1C(=O)N(C1CCN(Cc3cccc(C(F)(F)F)c3)CC1)C2 is listed as HEK293 viab = -6%&-20%; SNCA expr inhib = -17%&-10%; GPT2 inhibitor = i; IP6K1 inh = -2&23; Luciferase inh = 8%&5%; HEK293 tox = ?; NIH3T3 tox = ?

Carrying on:
SMILES	HEK293 viab	SNCA expr inhib	GPT2 inhibitor	IP6K1 inh	Luciferase inh	HEK293 tox	NIH3T3 tox
O=C(NCc1nnc2ccc(-c3ccccc3)nn12)c1cc(Cl)ccc1F	-13%	-1%	i	1	10%	?	-27%
COc1cccc(CN2Cc3nc(-c4cc(Cl)ccc4OC)ccc3OCC2=O)c1	-2%[87.6 µM]	-22%[87.6 µM]	4%[88.5 µM]	-9	-2%[172 µM]	100µM*	?
O=C(CC1CCCC1)NCC(=O)N1CCCCCCNC(=O)CC1c1ccccc1 (stereo not given)	-3%	-9%	i	0	5%	3%	-3%
CN1CCC(N[C@H]2CC(C)(C)[C@@H]3C[C@@](C)(O)CC[C@]23CCC(=O)NCc2cccnc2)CC1	0%	14%	i	6	2%	i	i
Fc1ccc(N2CCN(c3nc4ccccc4c4nc(-c5ccccc5)nn34)CC2)cc1	5%	0%	.	25	.	.	.
COCCNC(=O)C(C)[C@@H]1CCc2c(C)cc(OCC(=O)O)c(C)c2C1 (stereo not given in full)	-2%[87.6 µM]	-8%[87.6 µM]	-9%[88.5 µM]	-3	5%[172 µM]	i	-8%[138 µM]
CCNC(=O)CCc1c(C)nn(-c2cccc(C)c2)c1Oc1ccccc1C	-7%	-13%	1%	-6	-1%	?	?
CC(C)N1CCCC2(CCN(C(=O)C3(Cn4ccnc4)CC3)C2)C1=O (stereo not given)	3%	2%	-3%	0	1%	i	i
